sEH activator: activators of human soluble epoxide hydrolase. P34913. purified human sEH enzymatic activity, activator screen. activation, % at 2 µM. hit rate 0.04% among 91,000; in the data active = activation above about 37%; also: values of inactives mirror those of a sister screen read the other way
MT1-MMP txn act: activates MT1-MMP transcription; HT1080 MT1-MMP promoter luciferase reporter, luminescence, overnight; hits give high values; activation factor at 10 µM; hit rate 0.16% among 86,000;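 active = activation factor of at least 2 for MT1-MMP transcription at 10 µM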
sEH inhibitor: inhibitors of human soluble epoxide hydrolase; recombinant human sEH enzymatic activity assay; AID 707; inhibition, % at 2 µM; hit rate 0.34% among 91,000; in the data active = inhibition above about 80%; also: values of inactives mirror those of a sister screen read the other way; many of its hits are not listed in these tables
Calb biofilm kill: kills Candida albicans biofilms | C. albicans biofilm + clotrimazole, Alamar Blue | inhibition, % at 6 µM | hit rate 0.14% among 85,000;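 active = inhibition above 20%; inactive = inhibition below 20%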;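 also: preformed 24 hr biofilms exposed to compound for 48 hr; 0% = biofilm without compound and 100% = blank killed by clotrimazole plus chlorhexidine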
Mac1 fbg enh: increases human CD11b/CD18 adhesion to fibrinogen. activation, % at 10 µM. P05107+P11215. hit rate 0.07% among 93,000. K562 CD11b/CD18 adhesion to fibrinogen, ATPlite luminescence;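 active = 10 µM primary screen giving 50% or more activity, confirmed by 40% or more on retest at that dose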; also: strong numbers were not always called active; reference of the scale not given here
Target sequence (P05107 whole entry, looked up, other chains not shown): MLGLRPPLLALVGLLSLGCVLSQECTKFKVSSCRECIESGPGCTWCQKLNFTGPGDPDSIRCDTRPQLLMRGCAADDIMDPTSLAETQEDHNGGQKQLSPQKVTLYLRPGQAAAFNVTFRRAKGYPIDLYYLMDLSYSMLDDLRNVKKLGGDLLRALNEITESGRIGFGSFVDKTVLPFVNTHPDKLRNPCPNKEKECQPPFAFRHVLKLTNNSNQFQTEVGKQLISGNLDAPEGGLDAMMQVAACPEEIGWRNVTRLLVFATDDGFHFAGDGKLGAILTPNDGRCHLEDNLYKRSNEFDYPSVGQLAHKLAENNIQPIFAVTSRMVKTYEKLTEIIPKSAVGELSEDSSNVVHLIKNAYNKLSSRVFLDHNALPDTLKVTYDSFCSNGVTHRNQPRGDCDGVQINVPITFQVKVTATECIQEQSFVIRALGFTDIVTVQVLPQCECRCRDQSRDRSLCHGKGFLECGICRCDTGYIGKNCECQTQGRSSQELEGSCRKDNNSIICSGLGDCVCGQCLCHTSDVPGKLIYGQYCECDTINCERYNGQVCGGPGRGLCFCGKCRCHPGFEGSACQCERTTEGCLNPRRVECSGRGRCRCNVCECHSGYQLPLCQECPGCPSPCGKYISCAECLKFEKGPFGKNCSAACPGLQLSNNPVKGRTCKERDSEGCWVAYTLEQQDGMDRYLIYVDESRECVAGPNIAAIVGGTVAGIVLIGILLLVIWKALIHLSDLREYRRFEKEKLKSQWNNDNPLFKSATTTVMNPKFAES
CD11b adhes inh: blocks human CD11b/CD18 adhesion to fibrinogen; K562 CD11b/CD18 adhesion to fibrinogen, ATPlite luminescence; Mn2+ added to activate the integrin; hit rate 0.54% among 93,000; inhibition, % at 10 µM;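 active = primary inhibition of 50% or more at 10 µM, then 40% or more on retest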; also: some results filed as inactive read as strong as hits
ERa coact pot: enhances coactivator binding to human estrogen receptor alpha; P03372; AID 639; hit rate 1.3% among 86,000; coactivator binding (% of control), % at 25.6 µM; TR-FRET ERalpha-LBD/SRC-Cy5 coactivator binding, 2 h; 100 = basal binding, no effect; in the data active = activity above about 200%;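 also: binding measured in presence of low estradiol as agonist stimulus; 0% = peptide alone without receptor and 100% = receptor with peptide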
ERb SRC1 inh: blocks coactivator binding to human estrogen receptor beta | AID 633 | Q92731 | inhibition, % at 25.6 µM | hit rate 1.3% among 86,000 | TR-FRET ER-beta LBD / SRC1-Cy5 peptide binding; receptor agonist-loaded with 1 µM estradiol;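 active = compounds whose percent inhibition of the receptor-coactivator binding signal exceeds about 50% in the single-dose screen, limit read from the data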;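 also: 0% = receptor plus peptide wells without compound and 100% = peptide-only wells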
Smad3 FoxH1 inh: Smad3 (human) transcription factor binding inhibition; hit rate 0.29% among 88,000; AID 630; inhibition, % at 25 µM; TR-FRET Smad3/Dy647-FoxH1 peptide binding, europium anti-His; P84022;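 active = compounds that reduce the energy-transfer binding signal between the protein and its labelled peptide by more than half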;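 also: 0% = Smad3 plus labelled peptide maximal FRET and 100% = peptide-only background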
Numbers without * were called inactive; / = not tested or not shown; [ ] = remark or other dose.

Below each SMILES – sEH activator, MT1-MMP txn act, sEH inhibitor, Calb biofilm kill, Mac1 fbg enh, CD11b adhes inh, ERa coact pot, ERb SRC1 inh, Smad3 FoxH1 inh
#1 CC(=O)c1cc(C(=O)Nc2ccc(C(=O)O)cc2)oc1C
  5.5, 1.1, -4.8, -0.3, -1.8, -5.0, 101.4, 4.0, 4.4
#2 CCc1cccc2c(SCC(=O)NCC3CCCO3)nc(-c3ccc(F)cc3)nc12 (stereo unspecified)
  8.1, /, -6.2, /, 11.2, 9.0, /, /, /
#3 O=C(Nc1ccc(Nc2ccccc2)cc1)c1ccco1
  -2.4, 1.6, 1.7, 1.9, 11.7, -11.6, 56.6[fluorescence artefact?], 28.5[fluorescence artefact?], 4.0
#4 CCCCc1ccc(NC(=O)CN2NS(=O)(=O)c3ccccc3C2=O)cc1
  -12.0, /, 13.0, /, -5.6, -0.7, /, /, /
#5 CC1(c2ccccc2)CC(c2ccccc2)=Nc2nonc2N1 (stereo unspecified)
  11.2, 1, -13.7, -0.3, 2.4, -7.1, 119.4, -4.2[fluorescence artefact?], 1.2
#6 O=C1OC(Nc2ncccn2)c2ccccc21 (stereo unspecified)
  8.3, 0.9, -7.5, 6.5, -2.1, -39.9, 109.2, -3.3, 26.3[fluorescence artefact?]
#7 Cc1cc2oc(=O)cc(CN3CCCCC3)c2cc1C(C)C
  2.4, 1.1, -0.7, -0.5, 4.6, -13.0, 101.6, -2.3[fluorescence artefact?], -7.4
#8 CC(=O)N1C(=O)N(C)C2C1N(C(C)=O)C(=O)N2C (stereo unspecified)
  4.5, 1.1, -2.8, 4.8, /, /, 112.5, -8.2[fluorescence artefact?], -0.5
#9 Cc1cc(C=C2C(=O)c3ccccc3C2=O)c(C)n1-c1ccc(Cl)cc1
  -1.9, /, 0.0, /, -2.1, -22.4, /, /, /
#10 CC1(C)CC(=O)C(CC2=C(O)CC(C)(C)CC2=O)=C(O)C1
  -9.4, 1.1, 8.9, 3.5, -3.2, -11.8, 107.8, -1.3[fluorescence artefact?], 6.3
#11 COCCn1c(C2CCCCC2)nc2sc3ccccc3c(=O)c2c1=O
  -3.1, 1.2, 3.5, -4.5, 13.5, -15.1, 96.3[fluorescence artefact?], 2.5, -4.2
#12 Cc1ccc(NC(=O)c2nc(C)n(-c3ccc([N+](=O)[O-])cc3)n2)cc1
  -2.3, /, 1.3, /, -2.5, 4.4, /, /, /
#13 O=C(O)c1cccc(N2C(=O)C3CC=C(Cl)CC3C2=O)c1 (stereo unspecified)
  5.1, 1.1, -4.5, 14.4, -1.0, 3.2, 151.6, -15.7[fluorescence artefact?], 1.8
#14 CCc1nc(SCC(=O)NCC2CCCO2)c2oc3ccccc3c2n1 (stereo unspecified)
  -3.9, 1.2, 4.0, 1.9, -4.7, 1.7, 92.2[fluorescence artefact?], -31.4, 12.7
#15 COc1ccc(OC)c(-n2c(SCC(C)=O)nnc2-c2cccc(S(=O)(=O)N(C)C)c2)c1
  12.2, 1.1, -13.7, 3.1, -1.8, 3.2, 121.9, -7.5, 8.5
#16 COc1ccc(OC)c(S(=O)(=O)N2CCC(C(=O)Nc3cccc(C)c3C)CC2)c1
  -13.9, 1.1, 14.2, 1.3, -0.1, -12.6, 111.7, -7.5, 5.9
#17 COCCNC(=O)COC(=O)CSCc1nc2ccccc2s1
  6.3, 1.1, -5.9, 4.3, -0.2, -3.5, 101.1, 3.4[fluorescence artefact?], -1.3
#18 O=C(Cc1cccs1)NCc1cn2ccccc2n1
  -19.6, 1.1, 19.0, 3.5, 3.2, -5.3, 109.1, -5.7, 2.2
#19 COc1ccc(NS(=O)(=O)c2ccc3c(c2)oc(=O)n3C)c(OC)c1
  6.6, 1.1, -7.5, 6.6, 1.3, 3.6, 91.3, -6.4, -7.8
#20 CCOC(=O)C1=C(N)Oc2cc(C)n(C)c(=O)c2C1c1ccncc1 (stereo unspecified)
  /, 1.1, /, 7.2, 4.1, -4.0, 98.3, 2.2, -1.1
#21 O=C(CSc1ncnc2c1oc1ccccc12)Nc1ccccc1C(F)(F)F
  /, 1, /, 5.4, 5.3, 12.2, 720.7*[fluorescence artefact?], 28.7[fluorescence artefact?], -6.8[fluorescence artefact?]
#22 Cn1nc(C(=O)OCC(=O)N2CCc3ccccc32)c2ccccc2c1=O
  -5.5, 1.1, 5.1, 4.0, -0.6, 0.0, 113.7[fluorescence artefact?], -4.6[fluorescence artefact?], 5.4
#23 COc1cc(NC(=O)c2nccnc2C(=O)O)cc(OC)c1
  21.1, 1.3, -21.1, 4.8, -0.7, -7.7, 116.3, -3.6, -0.9
#24 CCC(C(=O)NCc1ccccc1OC)n1nc(C)n2c(cc3occc32)c1=O (stereo unspecified)
  -5.6, 1, 4.4, 2.3, -4.5, 6.4, 110.2, -5.9, -13.8
#25 CC(=O)C1C(c2ccc(C)cc2)c2c(n[nH]c2C)CC1(C)O (stereo unspecified)
  0.6, 1.1, -3.5, 2.7, -9.9, -4.4, 129.3, -2.9, -14.6
#26 C/C(=N/N1CCN(c2ccccn2)CC1)c1ccc([N+](=O)[O-])cc1
  -1.9, /, 3.5, /, -3.1, 4.9, /, /, /
#27 COc1cc2c(cc1OC)-c1cc(NC3CCCCCCC3)nc(=O)n1CC2
  -2.8, 1, 3.1, -7.1, -3.6, -0.4, 99.9, -9.3, 7.6
#28 Cc1ccc(C(=O)Nc2cccc(C(=O)NCc3ccco3)c2)cc1
  -4.8, 1.5, 7.5, 3.7, 2.8, -6.5, 99.4, -3.0, 0.1
#29 Cc1nc2scc(-c3cccs3)c2c(=O)n1CC(=O)O
  12.3, /, -11.4, /, -7.6, -0.2, /, /, /
#30 COc1cc(S(=O)(=O)N2CCOCC2)ccc1NC(=O)COC(=O)c1ccccn1
  3.7, 1.1, -2.3, 1.9, -3.0, -9.3, 95.6, 15.2, -0.8
#31 COc1cccc(NC(=O)NCCCN2CCN(c3ccc(F)cc3)CC2)c1
  -26.8, 1.1, 25.4, 2.2, 31.3, -7.7, 115.3, -3.5[fluorescence artefact?], -7.1
#32 C=CCn1c(=N)c(C(=O)OCC)cc2c(=O)n3cccc(C)c3nc21
  -2.7, 1.1, 2.3, 5.5, /, /, 107.3, 1.7[fluorescence artefact?], 14.2
#33 CCOC(=O)c1c(NC(=O)CSc2nnnn2-c2ccc3c(c2)OCCO3)sc(C)c1C
  -4.0, 1.2, 3.0, 3.2, -2.3, 8.7, 92.0, -30.0, 5.6
#34 O=C(COc1ccccc1)Nc1nc(-c2cccs2)cs1
  -4.9, 1.1, 3.6, 11.2, -2.0, -6.2, 101.0, -7.2[fluorescence artefact?], 9.8
#35 CCc1ccc(NSc2ccccc2[N+](=O)[O-])cc1
  2.8, /, 0.5, /, -8.6, 82.3, /, /, /
#36 CCC(c1nnnn1C1CCCC1)N(Cc1cccs1)Cc1cc2cc(C)ccc2[nH]c1=O (stereo unspecified)
  7.2, 1.1, -5.7, 14.8, -2.8, 18.4, 105.4, 2.4, -4.1
#37 CN(C(=O)c1ccc(NC(=O)C2CC=CCC2C(=O)O)cc1)c1ccccc1 (stereo unspecified)
  8.0, 1.2, -6.4, -0.6, -0.3, -4.0, 106.4, -7.1, -5.2
#38 Cc1cccc(OC(=O)C2C(c3ccccc3)C(C(=O)O)C2c2ccccc2)c1 (stereo unspecified)
  -13.9, 1.2, 11.9, 1.2, -1.4, 4.5, 94.6, -7.0, 1.1
#39 Cc1cc(S(=O)(=O)N(Cc2ccc3c(c2)OCO3)CC2CCCO2)ccc1-n1cnnn1 (stereo unspecified)
  14.0, 1.1, -12.3, -4.7, 8.3, -38.4, 109.8, -6.0[fluorescence artefact?], -10.8
#40 COc1ccc2c(c1)[nH]c1c(=O)n(CCC3=CCCCC3)cnc12
  -10.7, 1.3, 10.7, 7.8, 0.4, -8.3, 103.5, 0.8, -0.8
#41 CCOc1ccccc1NC(=O)c1ccc(NC(=O)c2ccco2)cc1
  -6.5, 1, 11.0, 7.6, /, /, 108.2, -7.3, -2.7
#42 COc1cc(C2NC(=O)NC(C)=C2C(=O)NCc2ccccc2)c(Cl)cc1O (stereo unspecified)
  -13.4, 1.1, 11.7, -2.3, 1.4, -43.3, 78.3, 8.4, -13.3
#43 CCc1nnc(NC(=O)c2cccc(S(=O)(=O)N3CC(c4ccccc4)CC3=O)c2)s1 (stereo unspecified)
  -3.3, /, 2.4, 8.4, -9.0, 3.0, 102.3, 3.6, 1.5
#44 C(=N\Nc1ncnc2sc3c(c12)CCC3)/c1cccs1
  17.0, /, -13.4, /, 1.2, -6.6, /, /, /
#45 O=C(CCc1ccc(S(=O)(=O)N2CCOCC2)cc1)Oc1ccccc1
  6.5, 1, -8.0, 8.1, -3.0, 0.6, 106.6, 5.2, 1.5

Among those listed so far, 3 contain a Cl atom:
Below each SMILES – sEH activator, MT1-MMP txn act, sEH inhibitor, Calb biofilm kill, Mac1 fbg enh, CD11b adhes inh, ERa coact pot, ERb SRC1 inh, Smad3 FoxH1 inh
#9 Cc1cc(C=C2C(=O)c3ccccc3C2=O)c(C)n1-c1ccc(Cl)cc1
  -1.9, /, 0.0, /, -2.1, -22.4, /, /, /
#13 O=C(O)c1cccc(N2C(=O)C3CC=C(Cl)CC3C2=O)c1 (stereo unspecified)
  5.1, 1.1, -4.5, 14.4, -1.0, 3.2, 151.6, -15.7[fluorescence artefact?], 1.8
#42 COc1cc(C2NC(=O)NC(C)=C2C(=O)NCc2ccccc2)c(Cl)cc1O (stereo unspecified)
  -13.4, 1.1, 11.7, -2.3, 1.4, -43.3, 78.3, 8.4, -13.3

Going on with the list:
Below each SMILES – sEH activator, MT1-MMP txn act, sEH inhibitor, Calb biofilm kill, Mac1 fbg enh, CD11b adhes inh, ERa coact pot, ERb SRC1 inh, Smad3 FoxH1 inh
#46 CCNCCNC(=O)c1c(O)c2cccc3c2n(c1=O)CCC3
  /, 1.1, /, 9.0, -2.9, -7.7, 71.8[fluorescence artefact?], 13.5[fluorescence artefact?], 24.5[fluorescence artefact?]
#47 CC(C)c1ccc(OCC(=O)Nc2cccc3c2CCCC3)cc1
  -7.9, /, 8.3, /, 1.1, -2.1, /, /, /
#48 COC(=O)/C(=C\Nc1ccc(Cl)c2ccccc12)c1ncc(C(F)(F)F)cc1Cl
  -3.7, 1.2, 1.7, -2.2, 0.6, 2.3, 106.9[fluorescence artefact?], 14.4, 5.3
#49 CC1CCN(Cc2cnc(Cl)s2)CC1
  10.8, /, -8.3, /, 0.5, -12.4, /, /, /
#50 CCOC(=O)c1ccc(N/C=C2/CCCC(C)C2=O)cc1 (stereo unspecified)
  -4.1, 1.7, 5.4, 1.2, -0.3, -8.0, 94.2, -4.3, -2.4
#51 Cc1ccnc(SCCn2c(Br)nc3c2c(=O)[nH]c(=O)n3C)n1
  /, 1, /, -2.0, 1.1, -4.4, 122.8, -9.4[fluorescence artefact?], 8.2
#52 CCc1cccc(NC(=O)C2CCCC2)c1
  6.3, 1, -4.2, 10.1, -2.5, -7.6, 129.4, -0.9, 11.6[fluorescence artefact?]
#53 COC(=O)c1ccc(C)c(NS(=O)(=O)c2ccc(OC)cc2)c1
  -14.5, /, 14.8, 0.3, -3.0, 23.1, 101.0, 1.1, 8.4
#54 c1ccc(-c2nnc(CN3CCC4(CC3)OCCO4)o2)cc1
  4.8, 1.3, -2.3, 4.7, -0.2, -9.6, 106.1, -21.2, 3.6

The list is partial. The share of hits here may be higher or lower than overall.
